# Apaf1 inhib: human Apaf-1 inhibition; reconstituted apoptosome caspase-3 activity, DEVD-Rh110 fluorescence; actives 0.71% (n = 330,000); O14727; AID 489030; inhibition, % at 20 µM; active = inhibition of at least 40% at 20 µM;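 note: plate controls were DMSO wells for no effect and DEVD-CHO caspase inhibitor wells for full effect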
#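 Material: reconstituted apoptosome with Apaf-1, cytochrome c, caspase-9, procaspase-3, dATP / Buffer or medium: pH 7.5 Hepes buffer with CHAPS, BSA, DTT / Also added: cytochrome c with DEVD-Rh110 / Schedule: compound with Apaf-1, dATP, procaspase-3 30 min, then 50 min reaction, room temperature / Technique: rhodamine 110 fluorescence at Ex 480/Em 540 nm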
# Jurkat NFkB inh: lowers PMA/ionomycin-induced NF-kB signal in Jurkat cells | PMA/ionomycin-induced NF-kB luciferase reporter, luminescence | inhibition, % at 4 µM | actives 0.53% (n = 330,000)
# HKDC1 inh: blocks human hexokinase HKDC1 activity; recombinant HKDC1, G6PDH/diaphorase resazurin coupled fluorescence; inhibition, % at 20 µM; actives 0.16% (n = 340,000);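 active = inhibition above about 35% when tested at 20 µM, limit read from the data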;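 note: plate controls were DMSO wells with enzyme for no effect and DMSO wells lacking enzyme for full effect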
#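 test system = in-house recombinant HK5 (HKDC1) enzyme | amount = HKDC1 at 5 µg/mL | control set = DMSO-enzyme wells negative, buffer-substituted wells positive | compound = one dose of 20 µM, 1% DMSO | schedule = reaction time 90 min, room temperature, protected from light | technique = resorufin fluorescence at 613 nm | reagent = glucose with 1 mM ATP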
# Gli-Sufu block: blocks Gli-Sufu signaling in a luciferase reporter; Sufu-KO-LIGHT fibroblasts, Gli luciferase reporter luminescence; inhibition, % at 5 µM; actives 0.74% (n = 340,000);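 active = inhibition above about 55%, limit read from the data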;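 note: 0% = DMSO-treated cells and 100% = wells with medium but no cells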
# SENP7 block: inhibitors of human SENP7 protease | inhibition, % at 5 µM | actives 1.5% (n = 330,000) | AID 434973 | recombinant SENP7, Z-RLRGG-aminoluciferin luminescence, 40 min;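 active = inhibition above about 50% at the single test dose, limit read from the data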;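 note: plate controls were DMSO with enzyme for no effect and no enzyme buffer wells for full effect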
# Target sequence (Q9BQF6 706-1050 limits assumed): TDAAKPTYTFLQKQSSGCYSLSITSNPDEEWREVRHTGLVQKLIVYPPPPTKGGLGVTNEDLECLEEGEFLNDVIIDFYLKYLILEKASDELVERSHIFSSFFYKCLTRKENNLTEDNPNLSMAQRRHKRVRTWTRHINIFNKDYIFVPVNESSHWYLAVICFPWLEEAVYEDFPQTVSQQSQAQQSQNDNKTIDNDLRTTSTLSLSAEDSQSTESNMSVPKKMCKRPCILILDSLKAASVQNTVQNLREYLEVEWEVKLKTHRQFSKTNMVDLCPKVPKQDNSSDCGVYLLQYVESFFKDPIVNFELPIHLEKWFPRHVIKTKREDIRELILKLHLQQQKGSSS
# UBC13 inh: blocks human UBC13 polyubiquitin chain formation | TR-FRET | actives 0.47% (n = 330,000) | inhibition, % at 20 µM | P61088; in the data active = inhibition above about 45%, passing the limit was not always enough
# Target sequence (P61088 whole entry, looked up): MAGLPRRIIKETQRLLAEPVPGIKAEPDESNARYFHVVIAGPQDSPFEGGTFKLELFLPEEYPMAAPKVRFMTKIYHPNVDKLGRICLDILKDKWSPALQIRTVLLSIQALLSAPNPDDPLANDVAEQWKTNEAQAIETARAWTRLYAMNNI
# 697 NFkB inh: inhibitors of the PMA/ionomycin-induced NF-kB reporter in 697 B cells; 697 B-cell NF-kB luciferase reporter, 16 h; inhibition, % at 4 µM; actives 0.33% (n = 330,000); AID 435022; in the data active = inhibition above about 35%
# SENP8 inh: blocks the human protease SENP8. Q96LD8. purified SENP8, Z-RLRGG-aminoluciferin cleavage, luminescence. inhibition, % at 10 µM. actives 1.2% (n = 330,000). AID 2540
# Target sequence (Q96LD8 whole entry, looked up): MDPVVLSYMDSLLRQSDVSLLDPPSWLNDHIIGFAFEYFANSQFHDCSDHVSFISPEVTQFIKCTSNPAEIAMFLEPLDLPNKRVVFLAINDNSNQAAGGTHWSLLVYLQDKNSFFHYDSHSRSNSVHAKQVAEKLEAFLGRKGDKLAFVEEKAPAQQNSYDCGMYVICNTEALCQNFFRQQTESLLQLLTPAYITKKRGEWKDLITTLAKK
# Starred values were filed as active, the others as inactive; . = not tested or not shown. Cut-off read from the data, not from the text of the source, unless noted: active = inhibition above about 50%; inactive = the rest.
SMILES,Apaf1 inhib,Jurkat NFkB inh,HKDC1 inh,Gli-Sufu block,SENP7 block,UBC13 inh,697 NFkB inh,SENP8 inh
Cc1ccc(C(c2sc3nc(C)nn3c2O)N2CCN(c3ccc(F)cc3)CC2)cc1 (configuration not stated),25.4,-3.0,-1.3,-5.1,12.6,2.9,6.6,4.4
O=C(NCCC1=CCCCC1)c1ccc(Cl)cc1,8.5,-114.5,.,.,12.6,2.0,-147.2,0.9
Cc1c(C(=O)NC2CCCCC2)oc2c1C(=O)CC(C)(C)C2,-8.4,-4.1,-1.7,7.0,1.9,2.9,21.1,-1.2
CC(=O)Nc1ccc(NC(=O)COC(=O)c2cc([N+](=O)[O-])ccc2N2CCOCC2)cc1,5.9,-6.8,-1.3,-0.9,-1.3,-1.8,-1.3,5.3
Cc1ccccc1NC(=O)CN1CCN(Cc2ccccc2)CC1,-5.6,3.4,-0.9,-15.6,0.2,-6.0,-2.4,7.0
CN1CCN(C(=O)c2cccn(Cc3ccc(C(F)(F)F)cc3)c2=O)CC1,0.1,0.9,-0.3,-17.2,-8.8,0.7,0.0,-11.0
O=C(CCCNC(=O)c1ccc(Cl)cc1)Nc1ccccc1C(F)(F)F,7.4,-13.4,-3.3,2.4,-4.5,-3.5,-4.7,-11.4
CCCCN(C(=O)CSCC(=O)Nc1ccc(C)cc1)c1c(N)n(CC(C)C)c(=O)[nH]c1=O,-1.1,2.6,-1.1,2.3,-2.4,1.9,23.8,-0.2
Cn1nc(C(=O)NCc2cccc(F)c2)cc1C(=O)NCc1cccc(F)c1,2.9,5.3,-6.7,-0.3,-2.3,10.5,-0.6,10.4
CCOc1ccc2c(C)c(C)c(=O)oc2c1OCC,-10.1,5.9,-1.3,-3.9,-2.8,21.9,9.4,-2.8
COc1ccccc1CNC(=O)c1cccnc1,-7.9,9.5,1.0,8.9,4.8,5.2,8.4,5.4
CC(C)CCN(C(=O)c1ccncc1)c1c(N)n(Cc2ccccc2)c(=O)[nH]c1=O,-4.4,-0.4,-3.4,4.1,2.6,11.6,12.8,-2.0
CN(C)S(=O)(=O)c1ccc(NC(=S)NC(=O)Cc2ccccc2)cc1,3.9,7.4,-10.3,1.2,3.1,1.0,3.0,1.8
O=[N+]([O-])c1ccc(S(=O)(=O)Nc2nnc(C3CCCCC3)s2)cc1,8.0,2.7,3.0,3.2,6.5,-12.6,8.8,-0.6
CSc1cccc(NC(=O)CNS(=O)(=O)c2ccccc2)c1,4.6,-0.6,-7.3,-9.1,6.1,2.4,-13.9,-5.4
S=C1NCCOCCOCCOCCNC(=S)N2CCOCCOCCN1CCOCCOCC2,-10.6,8.6,-9.8,1.5,1.3,6.1,10.6,5.4
CCN(c1ccccc1)S(=O)(=O)c1ccc(Cl)c(NC(=O)CSc2nnc(C)s2)c1,5.6,7.4,-4.6,3.5,6.8,-3.8,5.9,3.6
Cc1ccc(C)c(NS(=O)(=O)c2cc(C(=O)NCC3CCCO3)ccc2C)c1 (configuration not stated),7.5,-15.6,1.1,10.2,11.4,-2.6,-25.8,-6.3
N#CCC(=O)N/N=C/c1ccc(OCc2ccccc2)cc1,4.7,-32.3,-6.7,-3.5,10.4,2.9,9.0,2.2
N#C/C(=C\Nc1ccccc1SC(F)(F)F)c1nc(-c2ccc(F)cc2)cs1,1.7,-10.4,-3.1,26.1,-3.7,-18.5,-27.5,2.2
Cc1cccc(C(=O)NNC(=O)c2ccccc2[N+](=O)[O-])c1,-0.1,13.1,-5.1,-15.3,-0.4,-1.8,0.5,-4.0
CCN1CCN(C(=O)C2CCCN(S(=O)(=O)c3cccc4nsnc34)C2)CC1 (configuration not stated),-2.9,-11.0,-7.7,-3.1,10.0,-12.6,-44.7,-10.1
O=C(/C=C/NNC(=O)c1ccc(Cl)cc1)c1ccccc1,22.6,8.3,5.6,2.4,-7.9,-24.4,-5.9,-8.9
COc1ccc(NC(=O)c2ccc(-c3ccccc3Cl)o2)cc1,3.4,-57.2,5.2,-40.0,52.0*,3.7,2.2,69.0*
COc1ccc(NC(=O)C2CCN(S(=O)(=O)c3cn(C)nc3C)CC2)cc1,1.6,3.3,-2.4,-14.7,3.4,-9.3,-1.6,12.0
CCOC(=O)c1cnc(-n2nc(C)cc2C)nc1Oc1ccc(C(=O)OC)cc1,-2.5,1.5,-1.4,2.8,-14.9,5.6,-4.9,-3.5
Cc1ccc(S(=O)(=O)N(C)C)cc1NC(=O)C1CCCN(C(=O)c2ccc(Cl)cc2)C1 (configuration not stated),5.8,2.5,-1.5,8.4,-7.6,-1.0,-32.9,3.2
N/C(=N\OC(=O)c1cccc([N+](=O)[O-])c1)c1cccnc1,-8.9,-20.8,-11.6,-19.6,4.4,7.5,-36.7,-8.7
CC(C)C(=O)N1CCN(c2ccccc2NC(=O)c2ccc(Br)o2)CC1,6.5,18.4,1.4,7.5,0.1,-1.4,8.2,9.5
COC(=O)c1cc(S(=O)(=O)NCC2CCN(CCc3cccs3)CC2)cn1C,8.3,4.1,-3.7,0.9,-10.5,3.0,-21.8,-6.7
C[C@@H]1O[C@@H](OC[C@H]2O[C@@H](Oc3c(-c4ccc(O)cc4)oc4cc(O)cc(O)c4c3=O)[C@H](O)[C@@H](O)[C@@H]2O)[C@H](O)[C@H](O)[C@H]1O,6.8,-1.1,0.7,5.1,6.6,-1.7,3.2,-3.1
CCCOC1OC(=O)c2c1ccc(OC)c2OC (configuration not stated),-1.3,5.5,-11.2,1.1,-6.0,7.5,14.6,-9.4
O=C(Nc1ccc(N2CCCC2)cc1)c1ccccc1[N+](=O)[O-],-1.0,-3.3,-4.7,-13.5,2.5,-5.0,-31.0,5.4
c1ccc(-c2nc3c(ccc4ccccc43)[nH]2)nc1,11.5,-113.4,15.1,8.1,76.5*,-14.8,-117.3,67.2*
CCCCOc1ccc(-c2nc(/C=N/c3nccs3)c(O)o2)cc1,-5.1,-13.5,-6.7,-7.4,0.8,-3.6,4.8,2.3
C/C(=N\NC(=O)COc1ccccc1)c1ccc(O)cc1,4.0,-24.1,1.5,-43.6,-8.5,-11.8,-40.0,-6.6
CCOC(=O)C1=C(CC)Nc2ccccc2N=C1NC(=O)c1ccc(S(=O)(=O)N2CCCC2)cc1,14.9,-5.3,-1.7,-1.5,-0.8,-20.5,0.3,-16.4
Cc1noc(C)c1COc1ncnc2ccccc12,-14.1,7.0,-4.6,1.8,2.0,2.4,4.9,-3.5
CCN(Cc1ccccc1)C(c1ccc(C)cc1)c1nnnn1C(C)(C)CC (configuration not stated),9.3,11.1,0.3,-7.0,2.9,-1.2,24.6,4.3
O=C(c1cc2ccccc2oc1=O)N1CCN(Cc2ccc3c(c2)OCO3)CC1,-0.1,6.3,-2.1,-2.6,-2.0,1.3,11.7,0.2
O=C1CC(c2ccccc2)Cc2nc(N3CCc4ccccc43)ncc21 (configuration not stated),-13.8,7.7,0.7,-4.4,-1.8,30.0,1.1,-1.6
Cc1ccc(S(=O)(=O)N2CCN(C(=S)NCCc3ccccc3)CC2)cc1,28.3,-9.6,12.5,2.3,-5.1,-15.9,-9.9,-11.3
COc1ccccc1N(CC(=O)Nc1ccc(S(=O)(=O)N2CCOCC2)cc1)S(C)(=O)=O,9.3,-18.4,-6.0,-5.5,-2.7,-2.8,-12.1,-6.0
C[C@H](NC(=O)OC(C)(C)C)C(=O)N/N=C/C1=Cc2ccccc2OC1,-7.7,4.0,-0.9,9.2,0.5,6.5,8.9,-2.5
CN(C)S(=O)(=O)c1cccc(-c2nn(-c3ccccc3)cc2/C=C(/C#N)C(=O)NCc2ccco2)c1,15.9,-18.0,-6.0,82.8*,3.2,-14.7,-5.6,-6.4
Cc1ccc2c(Cl)c(C(=O)Nc3nn[nH]n3)sc2c1,6.4,4.8,6.7,14.5,1.8,-6.4,9.7,2.3
COc1ccc(/C=C/c2ccc3ccccc3[n+]2C)cc1OC,-3.2,-26.3,-4.5,-23.2,-3.0,-46.2,-25.5,1.0
COc1cc(C2SCC(=O)N2c2c(C)n(C)n(-c3ccccc3)c2=O)ccc1O (configuration not stated),-1.0,-3.3,-1.6,-19.4,3.2,-6.8,-8.6,-6.8
COc1ccc(CN(C)CC(O)COC(c2ccccc2)c2ccccc2)c(OC)c1OC (configuration not stated),13.0,10.4,3.4,28.7,4.4,15.8,7.1,-1.2
O=C(CSc1ncn[nH]1)NCCOc1ccccc1,-4.5,5.8,-2.1,12.6,-7.4,5.1,27.3,3.0
C=C(c1ccc(OC)cc1)c1ccc(OC)cc1,-5.7,20.2,-5.0,-1.6,-4.2,6.1,11.8,-2.4
COc1ccccc1CNC(=O)c1ccccc1C(=O)NC(C)(C)C(=O)NCc1ccccc1OC,12.8,-1.5,-1.8,31.5,1.9,-14.1,-1.0,2.7
O=C(NCCc1ccccc1)C(=O)NCC(c1ccco1)N1CCOCC1 (configuration not stated),-7.1,-7.1,-6.0,1.6,-9.8,-10.3,4.8,-10.7
COc1cc(C(=O)OCC(=O)NCc2ccc(F)cc2)cc(NC(=O)c2cccs2)c1OC,11.3,-10.7,-0.6,-10.3,-1.8,-16.2,-21.9,-4.4
COc1ccccc1COc1ccc2c(C)c(CC(=O)O)c(=O)oc2c1C,1.1,2.9,-8.7,1.0,5.1,5.5,2.9,8.1
Cc1ccc(NC(=O)CCNS(=O)(=O)c2ccc3[nH]c(=O)oc3c2)c(Cl)c1,-7.4,-2.1,-3.2,-9.1,2.5,6.9,4.0,-3.0
C=CCn1c(SCC(=O)Nc2nc(C)cs2)nnc1C(C)NC(=O)c1ccccc1Cl (configuration not stated),-13.0,2.4,-10.5,-7.7,-2.0,2.4,-1.7,-4.4
CN=C(Nc1cc(C)nn1CCC#N)c1ccccc1,1.8,-8.8,1.7,2.7,5.7,-9.5,-0.4,-12.1
CC1(C)Cc2cccc(OCC(O)CNCc3ccccn3)c2O1 (configuration not stated),4.8,5.6,-7.5,24.2,6.0,3.0,9.9,0.8
Cc1ccnc(SCCn2c(N3CCOCC3)nc3c2c(=O)[nH]c(=O)n3C)n1,-3.4,-7.4,-4.5,-3.6,-3.1,3.1,-2.5,-2.3
Cc1cc(Cl)ccc1OCC(O)CNCCc1ccc(S(N)(=O)=O)cc1 (configuration not stated),6.5,-1.3,0.5,2.2,1.9,5.8,-7.0,-4.4
Cc1cc(C)cc(NC(=O)C2(c3cccs3)CCOCC2)c1,-7.5,2.6,-8.1,9.2,-4.6,7.5,-1.6,-2.4
Cc1ccccc1Cn1c(C)nc2ccc([N+](=O)[O-])cc2c1=O,3.4,-17.1,-1.5,8.4,3.2,-13.8,8.2,3.4
